Assay outcomes from PubChem.
RXFP1 agonist: activates the human relaxin receptor RXFP1. Q9HBX9. HEK293T-RXFP1 cAMP TR-FRET, 30 min; response scale: percent of porcine relaxin response, buffer zero. Potency, µM (highest dose often 57.5 µM), for the others: at the top dose activation, actives largely listed as activators. 370,000 compounds, 0.3% hits. AID 2676; further: potency means the concentration at half of the fitted maximal effect; on the % scale 0 is the no-effect control and ±100 the full control effect; nearly all actives have a fitted effect of over 60% in size; many of its hits are not listed in these tables
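cAMP rise read by TR-FRET after 30 min, 37C compound exposure (up to 58 uM) in RXFP1-transfected HEK293 cells with Ro 20174 present. EC50 from Hill-equation fits, with 29 nM porcine relaxin as 100% and buffer as basal.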
D1 antagonist: human D1 dopamine receptor antagonism | P21728 | HEK293 TREx D1 cells, calcium flux, dopamine EC80; active compounds read low | activity change, negative = inhibition, % at 10 µM | 360,000 compounds, 3.2% hits; in the data active means activity change below about -30%; further: on the % scale 0 is the no-effect control and ±100 the full control effect
Target sequence (P21728 whole entry, looked up): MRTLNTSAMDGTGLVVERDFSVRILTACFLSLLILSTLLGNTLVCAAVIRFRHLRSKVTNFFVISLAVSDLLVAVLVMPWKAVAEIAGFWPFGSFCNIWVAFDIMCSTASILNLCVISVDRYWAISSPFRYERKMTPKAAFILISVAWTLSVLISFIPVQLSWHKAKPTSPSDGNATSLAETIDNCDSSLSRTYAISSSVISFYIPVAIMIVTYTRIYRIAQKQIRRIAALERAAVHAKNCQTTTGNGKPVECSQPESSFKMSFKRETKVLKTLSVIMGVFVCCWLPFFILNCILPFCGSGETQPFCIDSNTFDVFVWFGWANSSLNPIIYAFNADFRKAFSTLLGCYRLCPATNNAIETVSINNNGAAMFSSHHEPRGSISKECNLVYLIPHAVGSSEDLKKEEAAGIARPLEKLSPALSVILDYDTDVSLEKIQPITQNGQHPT
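Compound effects on dopamine-evoked calcium signalling were measured in tetracycline-induced HEK293 Trex D1 cells. Dopamine at EC80 followed a 180 s compound pre-read, and fluorescence was tracked kinetically for 180 s more.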
LDHA block: inhibitors of human lactate dehydrogenase A | P00338 | purified LDHA, NADH/diaphorase-resazurin fluorescence; active compounds read low | activity change, % (values are at about 110 or 230 µM) | 480,000 compounds, 0.15% hits | AID 1347041; in the data active means activity change below about -30%; inconclusive means mostly about -25% to -30%;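 further: plate controls were DMSO wells for no effect and wells without enzyme for full effect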
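Resorufin fluorescence (ex540/em590), read at 0 and 20 min after diaphorase/resazurin addition, reports the NADH left after a 5 min room-temperature reaction of 2 nM human LDH5 with 0.06 mM NADH and 0.2 mM pyruvate.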
Vif-APOBEC3F blk: Vif-A3F binding inhibition | HeLa A3F-eYFP + Vif (tagged APOBEC3F with the HIV-1 protein that degrades it), YFP fluorescence increase | Potency, µM (top dose mostly 46.1 µM), inactives show top-dose activity, negative = active | 390,000 compounds, 0.2% hits; further: potency means the concentration at half of the fitted maximal effect; % of control where 0% means no effect; nearly all actives have a fitted effect of over 65% in size
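Fluorescence increase (Ex 488/Em 500-530) after overnight compound treatment at 37 deg C flags inhibition of Vif-driven A3F-eYFP loss in stable HeLa A3F-eYFP/Vif cells seeded overnight beforehand.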
GRP78 ERSR act: induces the endoplasmic reticulum stress response in human glioma cells; U87-MG GRP78 promoter luciferase reporter, 16 h; Potency, µM, inactives show at the top dose activation, usual class: activators; 420,000 compounds, 0.02% hits; further: potency means the concentration at half of the fitted maximal effect; series mostly up to about 76 µM; % of control where 0% means no effect; nearly all actives have a fitted effect of over 35% in size
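Stably transfected U87-MG glioma cells carrying a GRP78-based luciferase sensor; 16 h compound incubation. Luminescence end-point read 10 min after Bright-Glo addition at room temperature.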
Vif-A3G inh: blocks the Vif interaction with human APOBEC3G | Q9HC16 | HeLa A3G-eYFP + Vif (tagged APOBEC3G with the HIV-1 protein that degrades it), YFP fluorescence, overnight | 410,000 compounds, 0.076% hits | Potency, µM (titrated, usually from 46.1 µM), without a hit: at the highest dose activity, negative = active, actives largely listed as inhibitors | AID 602310;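 further: potency means the concentration at half of the fitted maximal effect; on the % scale 0 is the no-effect control and ±100 the full control effect; nearly all actives have a fitted effect of over 60% in size; hits raise eYFP signal because A3G escapes Vif-driven loss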
Target sequence (Q9HC16 whole entry, looked up): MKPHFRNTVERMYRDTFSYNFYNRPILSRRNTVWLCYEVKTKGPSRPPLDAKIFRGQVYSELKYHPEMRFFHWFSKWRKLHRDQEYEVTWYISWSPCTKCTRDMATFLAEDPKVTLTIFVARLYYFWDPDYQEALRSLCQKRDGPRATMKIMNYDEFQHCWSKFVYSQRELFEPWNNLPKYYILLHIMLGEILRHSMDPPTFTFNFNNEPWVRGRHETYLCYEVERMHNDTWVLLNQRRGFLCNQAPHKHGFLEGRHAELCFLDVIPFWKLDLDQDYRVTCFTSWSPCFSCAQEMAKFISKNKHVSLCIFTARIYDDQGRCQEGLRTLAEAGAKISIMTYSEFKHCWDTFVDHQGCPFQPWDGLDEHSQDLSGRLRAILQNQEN
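Read-out is eYFP fluorescence (Ex 488/Em 500-530) from Vif-expressing HeLa A3G-eYFP cells; more signal means A3G escaped Vif-mediated degradation. Cells plated overnight, compound pinned in, incubated overnight at 37 deg C.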
D1 potentiator: human D1 dopamine receptor positive modulation; P21728; HEK293 TREx D1 cells, calcium flux, dopamine EC20 potentiation; potentiation, % at 10 µM; 360,000 compounds, 0.036% hits; AID 504651; in the data active means potentiation above about 30%; further: 0% is about no effect
D2 PAM: D2 dopamine receptor (human) potentiation. P14416. HEK293 T-REx D2, calcium flux, EC20 dopamine potentiation. potentiation, % at 10 µM. 340,000 compounds, 0.34% hits;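 active means potentiation over 3 SD above the plate norm, cut at about 30% in these data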; further: 0% is about no effect
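Calcium flux readout, no-wash dye, 1 read/s. Inducible HEK293 Trex D2 line, overnight 30 C. Compound alone 180 s (agonist flags), then EC20 dopamine, another 180 s to score potentiation.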
D1 ag: activates the human D1 dopamine receptor | activation, % at 2 µM | P21728 | 360,000 compounds, 1% hits | HEK293 T-REx D1 cells, calcium flux, agonist mode; in the data active means activation above about 30%; further: 0% is about no effect
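Inducible HEK293 T-REx D1 cells, force-coupled to calcium signalling, were plated at 4000 cells/well with tetracycline and held overnight at 30 C. After no-wash calcium dye loading, compound-evoked calcium rise over 180 s flagged agonists.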
* hit, by the source's call; u = inconclusive; x = no result given; & = joins results of further samples. Unless noted, the call rests on the fitted dose curve; in most records, active means well fitted curve in the direction sought with a large enough effect; inconclusive means small, poorly fitted or top-dose-only effect, or another doubt; inactive means no such curve, though single readings can be large; an effect the other way counts as inactive or inconclusive. Some of the compounds tested. The share of hits here may be higher or lower than overall.

canonical_smiles	RXFP1 agonist	D1 antagonist	LDHA block	Vif-APOBEC3F blk	GRP78 ERSR act	Vif-A3G inh	D1 potentiator	D2 PAM	D1 ag
CN(C)CC(C)(C)CNC(=O)c1cc(Br)cc(Br)c1O	-0.5%	2	-3	-5%	-2%	-9%	-5	-12	4
CC(C)(C)C(=O)Nc1ccc(N2CCCC2)cc1	0.1%	3	14	-3%	0%	-2%	-2	-2	2
COc1ccc([N+](=O)[O-])cc1N(CC(O)CN1CCOCC1)S(=O)(=O)c1ccccc1 (stereo not drawn)	3.8%	14	-5	17%	-2%	3%	6	-36	-1
COc1ccc2cc(C#CC3=CC(=O)C[C@H](c4ccc(F)cc4)C3)ccc2c1	x	x	-1	-8%	-5%	-20%	x	x	x
CCc1nc2ccccc2c(C(=O)NCc2ccc(OC)cc2)c1C	1.2%	-18	1	-3%	-3%	0%	-4	5	2
COc1ccc(-c2nc3scc(CCNS(=O)(=O)c4ccc5c(c4)OCCO5)n3n2)cc1OC	2.0%	x	-5	5%	-3%	-2%	1	29	-2
Cc1cc(C(=O)Nc2ccc3ccccc3c2)c(C)o1	1.1%	-10	4	-15%	-1%	0%	-7	-10	1
Cc1ccn2cc(CCNC(=O)Cc3cccs3)nc2c1	1.6%	6	-2	5%	-1%	0%	0	x	3
COc1cccc(-c2nc(-c3ccccc3)[nH]c(=O)c2C#N)c1	3.6%	23	-2	1%	-5%	0%	-1	0	1
Cc1nn(Cc2ccc(F)cc2)c(C)c1NC(=O)c1cnn2c1NC(c1cccs1)CC2C(F)(F)F (stereo not drawn)	-0.1%	4	-2	3%	0%	0%	-6	-7	1
CCc1ccc2[nH]c3nc(N/N=C/c4cccc(O)c4)nnc3c2c1	-0.5%	2	-3	1%	-5%	5%	10	5	2
NC(=O)N/N=C/c1ccccc1OCc1cccc2ccccc12	2.2%	4	-1	-6%	-3%	2%	-3	-1	1
CC(C)[C@H](NS(=O)(=O)c1ccc2c(c1)OCCO2)C(=O)OCC(=O)Nc1cc(Cl)ccc1Cl	0.2%	-12	-6	-5%	-3%	-13%	-5	-3	-1
CCOC(=O)N1CCN(C(=O)/C=C/c2ccc(C(C)(C)C)cc2)CC1	1.8%	-7	-3	-2%	4%	5%	-13	5	2
CNC(=O)CN(c1cc([N+](=O)[O-])ccc1OC)S(C)(=O)=O	1.9%	-3	-4	-5%	-2%	1%	-4	8	3
O=C(NCCCNc1ccnc2cc(Cl)ccc12)c1ccccc1F	2.5%	8	-2	-20%	-8%	5%	-5	-8	4
CCOC(=O)C1(CC2CC2)CCN(Cc2cnc(-c3ccccc3C)nc2)CC1	0.0%	-4	1	2%	-2%	3%	-2	-15	4
COc1ccc(Cn2c(=O)n(-c3ccc(C)cc3)c(=O)c3c2c2cc(C)ccc2n3C)cc1	-0.9%	-6	-5	4%	-4%	1%	0	6	3
O=C(COc1ccc(Br)cc1Br)NC(=S)N1CCCc2ccccc21	-0.1%	-21	12	-13%	1%	0%	-1	15	0
COCCN(Cc1ccccc1)C(=O)c1cccc(S(=O)(=O)N2CCN(Cc3ccccc3)CC2)c1	x	x	-1	0%	-3%	-1%	x	x	x
COC(=O)c1cc(NC(=O)CN(c2ccccc2)S(=O)(=O)N(C)C)ccc1Cl	-0.5%	-10	-4	-2%	-1%	-3%	-4	7	3
Cc1csc(=O)n1CCC(=O)OCC(=O)NCc1ccc(Cl)cc1Cl	0.5%	20	-1	-6%	-3%	-2%	0	-4	3
O=C(NCC1CCCO1)c1cccc(S(=O)(=O)NCc2ccccc2)c1 (stereo not drawn)	-0.4%	8	-1	-6%	-1%	4%	5	21	3
CCOC(=O)c1ccc(NC(=O)Cc2cccs2)cc1	1.6%	-10	-11	-2%	8%	-2%	-3	13	2
COc1cccc(OC)c1C(=O)Nc1nc2c(s1)CCc1ccccc1-2	1.6%	1	0	-2%	-2%	-6%	0	-3	1
CCOC(=O)c1ccc(CN(Cc2ccc(Br)cc2)S(=O)(=O)c2cccc(Cl)c2C)cc1	0.7%	-18	2	1%	1%	2%	-1	-12	20
Cc1nc2cc(N)ccc2n1-c1ccccc1	1.8%	2	4	-19%	7%	0%	1	x	4
Cc1cccc(C)c1NC(=O)Cn1cnc2c(=O)n(C)c(=O)n(C)c21	11%	-2	-6	-4%	-6%	-7%	-1	-1	0
COC(=O)c1c(NC(=O)CSc2nnnn2-c2ccccc2)sc2c1CCC(C(C)(C)C)C2 (stereo not drawn)	-2.4%	x	4	-8%	-4%	-2%	1	-2	0
O=C(Nc1ccccc1)Oc1ccc[nH]c1=O	-1.1%	-9	9	u	4%	0%	-1	8	3

Continued; it opens with the seven that closed the last part.
canonical_smiles	RXFP1 agonist	D1 antagonist	LDHA block	Vif-APOBEC3F blk	GRP78 ERSR act	Vif-A3G inh	D1 potentiator	D2 PAM	D1 ag
CCOC(=O)c1ccc(NC(=O)Cc2cccs2)cc1	1.6%	-10	-11	-2%	8%	-2%	-3	13	2
COc1cccc(OC)c1C(=O)Nc1nc2c(s1)CCc1ccccc1-2	1.6%	1	0	-2%	-2%	-6%	0	-3	1
CCOC(=O)c1ccc(CN(Cc2ccc(Br)cc2)S(=O)(=O)c2cccc(Cl)c2C)cc1	0.7%	-18	2	1%	1%	2%	-1	-12	20
Cc1nc2cc(N)ccc2n1-c1ccccc1	1.8%	2	4	-19%	7%	0%	1	x	4
Cc1cccc(C)c1NC(=O)Cn1cnc2c(=O)n(C)c(=O)n(C)c21	11%	-2	-6	-4%	-6%	-7%	-1	-1	0
COC(=O)c1c(NC(=O)CSc2nnnn2-c2ccccc2)sc2c1CCC(C(C)(C)C)C2 (stereo not drawn)	-2.4%	x	4	-8%	-4%	-2%	1	-2	0
O=C(Nc1ccccc1)Oc1ccc[nH]c1=O	-1.1%	-9	9	u	4%	0%	-1	8	3
COC(=O)c1ccccc1NC(=O)CSc1n[nH]c(CC(C)C)n1	-0.6%&4.6%	-4&-1	-4&-4	1%&0%	-5%&-2%	-1%&-2%	-3&-1	4&11	2&-1
CC1CCN(Cc2c(C(=O)N/N=C/c3ccccc3O)nnn2-c2nonc2N)CC1	0.7%	10	-14	3%	0%	-8%	-6	-7	10
O=S(=O)(c1ccc(F)cc1)N1CCN(C(=S)NCC2CCCO2)CC1 (stereo not drawn)	-0.7%	-24	-12	u	-4%	0%	6	-8	4
O=C(O)c1c[nH]n2c(=S)ncnc12	x	x	-5	0%	-5%	-5%	x	x	x
Cn1c(CCNC(=O)c2ccco2)nc2ccccc21	0.4%	-2	-4&4	6%	-3%	-1%	-1	3	6
O=C(Nc1ccc(F)cc1)c1ccc(S(=O)(=O)N2CCOCC2)o1	0.6%	-3	-3	-18%	-4%	1%	-2	-3	3
COc1ccc(Cl)cc1N(CC(=O)NC(C(C)C)C(C)C)S(C)(=O)=O	0.5%	-7	-1	-8%	-5%	-5%	-4	4	5
CCc1cccc(C)c1NC(=O)Cn1nc(C)c2nn(-c3ccc(Cl)cc3)c(C)c2c1=O	u	-9	5	-8%	-2%	-3%	-4	-6	4
O=C(c1nc[nH]c1C(=O)N1CCc2ccccc2C1)N1CCc2ccccc2C1	0.3%	-66*	2	-3%	-1%	-8%	-2	-4	0
Cc1ccc(S(=O)(=O)NCc2nnc(SCC(=O)Nc3cccc(C)c3C)n2C)cc1	-1.8%	x	3	-2%	-4%	-4%	-3	-2	0
CCc1cc(C(=O)Cc2nc3ccccc3s2)c(O)cc1OCC(=O)O	0.7%	-12	32	5%	-2%	-1%	2	-1	25
Cc1ccc(NC(=O)c2ccco2)c(OCc2cc(=O)n3cc(C)sc3n2)c1	6.4%	9	-2	9%	-1%	-2%	1	14	7
COc1ccc(-c2ccc(N)cn2)cn1	0.4%	-12	-5	-9%	2%	0%	-1	8	-1
C/C(N)=C(\C#N)C(=O)NCc1ccccn1	-0.8%	-17	-3	2%	12%	2%	-11	-2	1
O=C(NCCS(=O)(=O)N1CCC2(CC1)OCCO2)c1ccc(F)cc1	1.8%	-1	1	5%	2%	0%	-3	-13	1
COc1ccc(-n2cnnc2SC(C)c2nc3sc(C)c(C)c3c(=O)[nH]2)cc1 (stereo not drawn)	0.1%	-2	x	x	x	x	2	4	3
COc1ccc(C)cc1NC(=O)c1cc(S(=O)(=O)N2CCC(C)CC2)cn1C	0.5%	12	1	2%	-3%	-2%	4	-12	3
Cc1ccc(NC(=O)C(CC(C)C)NC(=O)C2CCC(C)CC2)nc1 (stereo not drawn)	0.3%	-9	-14	-10%	-4%	-2%	-5	1	-1
COC(=O)c1[nH]c2cc(OC)c(OC)cc2c1/C=N/Nc1ccccc1	2.8%	1	5	0%	-2%	u	-9	-4	1
